INS promoter inh: inhibitors of insulin promoter-driven GFP, primary screen, imaging, TRM-6 cells (human fetal islet line), eGFP reporter, cell count. reporter expression induced with tamoxifen. inhibition, % at 2 µM. hit rate 0.9% among 130,000. AID 1273, 2008;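 active = inhibition above the mean plus 3 SD, with well images judged a real hit on visual review, cut at about 60% in these data, passing the limit was not always enough; inconclusive = inhibition over the cutoff but images rejected on review; inactive = inhibition not above the cutoff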
SDO1 yeast rescue: growth rescue of sdo1-depleted yeast, primary screen, S. cerevisiae, bone marrow failure model; S. cerevisiae sdo1-depleted JHY4D growth rescue, OD600 30 h; stronger effect = higher value; pdr5 snq2 efflux-pump mutant strain; z-score at 10 µM; hit rate 0.21% among 140,000;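 active = z-score above 3 at both the 24 hr and the 30 hr optical density reads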;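 also: z-score against mean and SD of all compound wells on the same plate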
SDO1 yeast rescue Rescue 24 h: recorded beside SDO1 yeast rescue, whose call it bears; z-score; S. cerevisiae sdo1-depleted JHY4D growth rescue, OD600; measured here: growth rescue at 24 h;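 0 is the plate mean of compound wells and units are plate SD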
* = called active by the depositor; i = inactive; ? = inconclusive; / = no result given. Not a hit list; any-hit rate near 0.99%.

Preview, two compounds:
SMILES | INS promoter inh | SDO1 yeast rescue | SDO1 yeast rescue Rescue 24 h
CC(C)CNC(=S)NC(=O)c1ccc(Cl)cc1Cl | / | -1.1 | -1.6
Cc1ccc(C(=O)NNC(=S)Nc2cccc(Cl)c2Cl)cc1[N+](=O)[O-] | / | 0.41 | 0

This part in full, previewed entries included:
SMILES | INS promoter inh | SDO1 yeast rescue | SDO1 yeast rescue Rescue 24 h
CC(C)CNC(=S)NC(=O)c1ccc(Cl)cc1Cl | / | -1.1 | -1.6
Cc1ccc(C(=O)NNC(=S)Nc2cccc(Cl)c2Cl)cc1[N+](=O)[O-] | / | 0.41 | 0
Cc1ccc2nc(N(CCCN(C)C)C(=O)COc3ccc(Cl)cc3)sc2c1 | 22 | / | /
CNC(=O)c1ccccc1NC(=O)c1c(O)c2c([nH]c1=O)CCCC2 | 22 | 1.2 | 0.72
Cc1nc2c([N+](=O)[O-])c(C)c(C)cc2[nH]1 | 57 | / | /
O=c1oc2c(CN3CCCCC3)c(O)ccc2c2c1CCCC2 | -31 | -0.12 | 0.26
CC(C)(C)N(NC(=O)c1ccccc1)C(=O)c1ccc(C(=O)N(NC(=O)c2ccccc2)C(C)(C)C)cc1 | -17 | 1.4 | 1.1
OC(c1ccccc1)c1cccnc1 (stereo unspecified) | 29 | 1.4 | 2
O=C(CN(C(=O)CNC(=O)c1cccs1)c1ccc2c(c1)OCCO2)NC1CCCC1 | 4 | 1.2 | 0.85
Cc1ccc(C(=O)CCC(=O)CCC(=O)O)cc1 | -444 | / | /
Cc1c(C(=O)Nc2ccc(-n3cnnn3)cc2)oc2ccccc12 | 9 | -0.47 | 1.4
O=C(NCCC1=CCCCC1)C(=O)NCC1OCCCN1S(=O)(=O)c1ccccc1 (stereo unspecified) | 7 | 0.28 | 0.08
S=c1[nH]ncn1/N=C/c1cccc(Oc2ccccc2)c1 | 41 | -0.25 | -0.54
COc1ccc(-c2[nH]nc3oc(=O)c(CCO)c(C)c23)cc1 | ? | / | /
CC(C)NC(=O)c1cc2c(s1)CCCC2 | 61 | 0.78 | 0.63
Cc1ccc(C(=O)NC(=S)Nc2ccc(-c3cc4ccccc4oc3=O)cc2)c(C)c1 | / | 2.4 | 4.9
CC(C)n1nnnc1SCC(=O)NNC(=O)C1CCCCC1 | 4 | 0.25 | -0.55
COc1ccc(-n2c(Cn3c(=O)sc4ccccc43)nnc2SCC(N)=O)cc1 | / | 1.8 | 1.7
CC(Oc1ccc(F)cc1)C(=O)/C=C\N(C)C (stereo unspecified) | 35 | 0.67 | 0.14
CC(C)=CC(=O)NCc1c(Cl)cccc1-n1cccc1 | 33 | 0.22 | -0.27
COc1cc(NC(=S)NC(=O)CC(C)C)ccc1NC(=O)c1cc2ccccc2o1 | -9 | 0.61 | 2.2
Nc1ccc2c(c1)ncn2CCCn1cnc2cc(N)ccc21 | 47 | 0.1 | -0.58
CC(=O)c1c(O)cc(=O)n(-c2ccccc2)c1-c1ccc(C)cc1 | -2 | 1 | 0.17
CCOC(=O)CSc1nc2ccccc2c(=O)[nH]1 | / | 0.66 | 0.87
CCCC1(C(=O)OC)NC(c2ccco2)C2C(=O)N(C)C(=O)C21 (stereo unspecified) | 49 | / | /
Cc1cnc(NC(=O)CCCSc2nc3ccccc3s2)s1 | -6 | -0.66 | 0.31
COc1ccc(NC(=O)c2cccnc2Nc2ccccc2)cc1 | / | 0.6 | -0.24
O=C(Nc1ccc(-n2ccnc2P(=O)(O)c2ccccc2)cc1)c1ccccc1Br | 35 | 1.3 | 1.4
O=C1CCCc2nn(-c3ccccc3)nc21 | 25 | 0.06 | -0.29
CCOC(=O)C1CCN(C(=O)c2oc3ccc(S(=O)(=O)N4CC(C)CC(C)C4)cc3c2C)CC1 (stereo unspecified) | 63 | -0.81 | -0.5
O=C1CCCN1CCCNc1ncnc2c1[nH]c1ccccc12 | / | 0.52 | 0.04
O=C(CCS(=O)(=O)Cc1ccccc1)N1CCN(Cc2ccccc2)CC1 | 11 | 0.21 | 0.26
CCSc1nnc(-c2cnn(-c3ccccc3)c2-n2cccc2)n1C | -7 | -0.18 | -0.09
O=C(CSc1nnc(-c2ccncc2)n1CC1CCCO1)Nc1ccccc1Cl (stereo unspecified) | 47 | / | /
Cn1c(=O)[nH]c(=O)c2c1ncn2CCN1CCOCC1 | 62 | 1.6 | 2.5
N#C/C(=C\N1CCOCC1)c1ccccc1 | 14 | -0.11 | -0.34
Nc1n[nH]c(-c2ccccc2[N+](=O)[O-])n1 | -27 | 0.65 | 0.32
CC(=O)c1cccc(NC(=O)CC2SC(N3CCCCC3)=NC2=O)c1 (stereo unspecified) | 7 | 0.24 | -1.4
c1coc(-c2nc(-c3ccncc3)no2)c1 | -16 | -0.1 | -0.69
COc1ccccc1NC(=O)C1CCCN(c2nc(C)cc(C)n2)C1 (stereo unspecified) | 67 | -0.34 | -0.41
CCCCCCCCCSc1n[nH]c(N)n1 | 0 | -1.3 | -0.54
CCn1c(CNC(=O)C(C)(C)C)nc2ccccc21 | / | 0.85 | -0.34
CC(C)CCNC(=O)C(c1ccco1)N(Cc1cccs1)C(=O)Cn1nnc2ccccc21 (stereo unspecified) | / | -0.32 | -1
CCOc1ccc(N2C(=O)/C(=C/c3ccco3)N(C)C2=S)cc1 | -18 | 0.99 | 2.8
COc1ccc(NC(C)=O)cc1NC(=O)CN1CCN(c2ccccn2)CC1 | / | 0.4 | 0.27
O=c1c2c3n(c(=S)nc2[nH]n1-c1ccccc1)CCCCC3 | -39 | -1.8 | -1.9
O=C(CSc1nnc(COc2ccc(F)cc2)o1)N1c2ccccc2CCc2ccccc21 | / | -1.4 | -1.6
CCC(=O)N1N=C(c2ccccc2)CC1c1ccc([N+](=O)[O-])cc1 (stereo unspecified) | -33 | -1.2 | -0.56

Record cards, as listed above. Order of screens: INS promoter inh | SDO1 yeast rescue | SDO1 yeast rescue Rescue 24 h
COc1ccc(NC(C)=O)cc1NC(=O)CN1CCN(c2ccccn2)CC1 in the list: / | 0.4 | 0.27
Nc1n[nH]c(-c2ccccc2[N+](=O)[O-])n1 in the list: -27 | 0.65 | 0.32
c1coc(-c2nc(-c3ccncc3)no2)c1 in the list: -16 | -0.1 | -0.69
CC(=O)c1cccc(NC(=O)CC2SC(N3CCCCC3)=NC2=O)c1 (stereo unspecified) in the list: 7 | 0.24 | -1.4
COc1ccccc1NC(=O)C1CCCN(c2nc(C)cc(C)n2)C1 (stereo unspecified) in the list: 67 | -0.34 | -0.41

Following part.
SMILES | INS promoter inh | SDO1 yeast rescue | SDO1 yeast rescue Rescue 24 h
O=C(O)CCSc1nc2ccccc2c(=O)[nH]1 | -438 | 0.77 | 1.2
c1cnc2ccc(C(c3nnnn3C3CCCCC3)N3CCN(C4CCCCC4)CC3)cc2c1 (stereo unspecified) | 60 | / | /
COc1ccc([N+](=O)[O-])cc1NC(=O)CCN1CCN(CCO)CC1 | 7 | -0.21 | -0.87
Cc1ccc(F)cc1NC(=O)C12CC3CC(C1)CC(n1cnc([N+](=O)[O-])n1)(C3)C2 | / | -0.75 | -0.99
O=C(Nc1ccccc1)ON=C1CCCC1 | 10 | -0.78 | -1
COc1ccccc1NC(=O)CC(c1ccc(OC(C)C)cc1)c1ccccc1OC (stereo unspecified) | -4 | 0.05 | -0.4
O=C(CSc1nnc(-c2ccccc2)c(-c2ccccc2)n1)NCc1ccco1 | 24 | -0.57 | -0.35
Brc1cccc(-c2nnc3sc(CN4CCCCC4)cn23)c1 | / | 0.06 | -0.27
Cc1cccn2cc(CCNS(=O)(=O)c3ccc([N+](=O)[O-])cc3)nc12 | -14 | -0.14 | -0.19
Cc1ccccc1Cc1c(C)nc2c(C(=O)NCc3ccc4c(c3)OCO4)cnn2c1C | 0 | -0.25 | 0.47
C=CCn1c(C(C)NC(=O)COC)nc2ccccc21 (stereo unspecified) | -20 | 0.18 | 0.17
Cc1ccc(-c2nnc(SCC(=O)N/N=C/c3cccs3)n2-c2ccc(C)cc2)cc1 | / | 0.44 | 0.52
CC(=O)Nc1sc2c(c1C#N)CCCC2 | 6 | -0.63 | -0.96
Cc1[nH]n(C2=NCCS2)c(=O)c1N=Nc1cccc(C(F)(F)F)c1 | -124 | / | /
CCC(Sc1nc(C)cc(=O)[nH]1)C(=O)Nc1nc2c(s1)CCCC2 (stereo unspecified) | 19 | 0.02 | -0.71
Cc1ccc(-c2noc(C3CCN(C(=O)Nc4ccc(C#N)cc4)CC3)n2)o1 | / | -0.27 | -0.62
COc1ccc(C(=O)NN(c2ccccc2)c2ccccc2)cc1 | 29 | -1.2 | -0.74
OC(COC(c1ccccc1)c1ccccc1)CN1CCc2ccccc2C1 (stereo unspecified) | -47 | -0.42 | -0.23
COc1ccc(C(=O)/C=C/Nc2ccc([N+](=O)[O-])cc2C)c(OC)c1 | 22 | -0.66 | 0.09
O=C(CSCc1ccccc1)Nc1ccc(F)c(F)c1 | / | 0.2 | -0.19
COc1ccc(C2(C(=O)NC3CCCCC3)CCOCC2)cc1OC | -40 | -0.36 | -0.7
CCn1c(CCNC(=O)c2ccc(F)cc2)nc2ccccc21 | / | 0.54 | -0.18
O=S(=O)(N1CCCCCC1)N1CCN(S(=O)(=O)N2CCCCC2)CC1 | -22 | -0.4 | -0.36
CCN1/C(=C/C=C/c2oc3ccc(-c4ccccc4)cc3[n+]2CC)Oc2ccc(-c3ccccc3)cc21 | i | / | /
COCCn1nnnc1C(c1cccc(C(F)(F)F)c1)N1CCN(Cc2ccccc2)CC1 (stereo unspecified) | 8 | -0.25 | -0.13
Cc1cnn(CCC(=O)NNC(=S)Nc2ccccc2)c1 | -27 | 1 | 0.35
COC(=O)c1ccc(COc2ccccc2/C=C(\C#N)C(=O)Nc2c(C)cc(C)cc2C)cc1 | / | 0.69 | 1.3
O=c1[nH]c2ccccc2nc1/C=C/c1ccc(Cl)cc1 | 67 | / | /
O=C(CCCOc1ccc(Cl)cc1Cl)NCCCO | / | 0.8 | -0.98
Cc1cc(C)cc(NC(=S)N2CCN(CCO)CC2)c1 | -7 | 0.43 | -0.07
CCN(CC)c1nc(N(CC)CC)[nH]c(=O)n1 | -144 | / | /
CCOC(=O)C1CCCN(C(=O)Cn2cccc2C(=O)c2ccccc2)C1 (stereo unspecified) | -43 | -1.2 | -1.5
Cc1oc2c(c1C(=O)NCc1ccccc1)CCCC2 | -62 | -1.1 | -1.1
Cc1ccc(OCCn2cc(/C=N/NC(=O)c3ccncc3)c3ccccc32)cc1 | 4 | -1.1 | -0.77
CCCCCCCCNc1ncnc2ccccc12 | 53 | -1.7 | -0.59
Nc1cc(N)cc(-c2nc3ccccc3[nH]2)c1 | / | 1.1 | 0.59
Cc1ccc(S(=O)(=O)N(C)c2cc(S(=O)(=O)Nc3ccncc3)c(C)cc2C)cc1 | -78 | 0.74 | 0.19
Cc1c(C(=O)NCc2ccco2)oc2ccc(S(=O)(=O)N3CCC4(CC3)OCCO4)cc12 | 39 | -0.44 | -0.69
CSCCC(NS(=O)(=O)c1cccs1)C(=O)NCc1ccccc1 (stereo unspecified) | -28 | 0.31 | 0
O=C(c1ccc(N2CCN(C3CC(=O)N(Cc4cccs4)C3=O)CC2)cc1)c1cccnc1 (stereo unspecified) | 29 | / | /
O=C(CSC1CC(=O)N(CCc2ccccc2)C1=O)Nc1ccc(Br)cc1 (stereo unspecified) | / | -1.2 | -0.51
O=C(Nc1ccccc1)c1n[nH]c(Cn2cncn2)n1 | 27 | 0.9 | -0.03
Fc1ccc(CNC(=S)Nc2ccc(Cl)cc2Cl)cc1 | / | -1.1 | -1.2
COc1ccc(S(=O)(=O)N2Cc3ccccc3CC2C(=O)Nc2nccs2)cc1 (stereo unspecified) | 3 | -1.2 | -0.86
COc1ccc(/C=C(\C#N)C(=O)Nc2cccnc2)cc1 | 32 | 0.64 | -0.25
CC(C)COC(=O)c1cccc2c1-c1ccccc1/C2=N\O | -21 | -2.1 | -1.6
CCN(CC(=O)NC)S(=O)(=O)c1ccc(Br)cc1 | -15 | 2.5 | 1.2
CS(=O)(=O)N1CCN(C(=O)c2cc3ccccc3oc2=O)CC1 | 12 | 1.1 | 1.1
COC(=O)N/N=C(C)\C=C\c1ccco1 | / | 1.1 | 0.93
CCC(C(=O)Nc1cc(Cl)ccc1OC)c1ccccc1 (stereo unspecified) | -35 | -0.33 | -0.12
Cc1ccc(N2C(S)=C(C#N)C(=O)NC2c2cccs2)cc1 (stereo unspecified) | -36 | 0.55 | -0.09
CCC/C(O)=C1\C(=O)CCCC1=NCCc1ccc(OCC)c(OCC)c1 | -35 | / | /
C=CCn1c(C(CCCC)CC(O)COCCC)n[nH]c1=S (stereo unspecified) | -13 | / | /
CCCC(C)n1[nH]c(=O)c2c(C)cc(C)nc21 (stereo unspecified) | -17 | -0.47 | -0.62
COc1ccc(-c2c(C(C)=O)c(C)nc3sc4c(=O)[nH]nnc4c23)cc1 | -12 | 0.33 | -0.73
CC(C)CC(=O)NC(NC(=O)CC(C)C)c1cccc([N+](=O)[O-])c1 | -93 | / | /
O=C(COc1ccccc1)Nc1nnc(-c2ccc(Cl)s2)o1 | / | -1.1 | -0.99
CC(C)c1cccc(C(C)C)c1NC(=O)c1ccccc1 | 41 | / | /
O=C(NC1CCS(=O)(=O)C1)c1cccnc1 (stereo unspecified) | 0 | / | /
O=S(=O)(N1CCOCC1)N1CCN(c2ccc(F)cc2)CC1 | 3 | -0.22 | 0.18

(more compounds)
SMILES | INS promoter inh | SDO1 yeast rescue | SDO1 yeast rescue Rescue 24 h
O=C(c1cccnc1)N(c1cc2sc(=O)oc2c2ccccc12)S(=O)(=O)c1ccccc1 | 12 | -1.1 | -1.2
O=C(O)Cn1c2c(c3ccccc31)CCCC2 | -13 | 0.41 | -0.33
COc1cccc(CNC(=O)CCn2c(=O)oc3ccccc32)c1 | -23 | 1.9 | 2.6
O=C(NC1CCCCC1)N1CCCc2ccccc21 | -88 | 1.2 | 1.1
